Screening results from PubChem.
E-selectin induc: E-selectin induction in HUVECs, primary screen, imaging, HUVEC, immunofluorescence imaging, single point; normalized: neutral wells 0, TNF-alpha wells 100; activation, % at 7.58 µM; 260,000 compounds, 0.37% hits; AID 686992, 2013;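 active = mean E-selectin-positive cell signal at least 10% of the positive control, reached in at least 60% of replicates, without over 20% cell loss; inconclusive = no rule given, readout overlaps actives, possibly toxicity-flagged; inactive = the rest, including those meeting only one limit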;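 note: in these data hits start at about 27%; measured in HUVEC primary endothelial cells; signal is the percent of cells scored E-selectin positive by PE staining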
Target sequence (P16581 whole entry, looked up): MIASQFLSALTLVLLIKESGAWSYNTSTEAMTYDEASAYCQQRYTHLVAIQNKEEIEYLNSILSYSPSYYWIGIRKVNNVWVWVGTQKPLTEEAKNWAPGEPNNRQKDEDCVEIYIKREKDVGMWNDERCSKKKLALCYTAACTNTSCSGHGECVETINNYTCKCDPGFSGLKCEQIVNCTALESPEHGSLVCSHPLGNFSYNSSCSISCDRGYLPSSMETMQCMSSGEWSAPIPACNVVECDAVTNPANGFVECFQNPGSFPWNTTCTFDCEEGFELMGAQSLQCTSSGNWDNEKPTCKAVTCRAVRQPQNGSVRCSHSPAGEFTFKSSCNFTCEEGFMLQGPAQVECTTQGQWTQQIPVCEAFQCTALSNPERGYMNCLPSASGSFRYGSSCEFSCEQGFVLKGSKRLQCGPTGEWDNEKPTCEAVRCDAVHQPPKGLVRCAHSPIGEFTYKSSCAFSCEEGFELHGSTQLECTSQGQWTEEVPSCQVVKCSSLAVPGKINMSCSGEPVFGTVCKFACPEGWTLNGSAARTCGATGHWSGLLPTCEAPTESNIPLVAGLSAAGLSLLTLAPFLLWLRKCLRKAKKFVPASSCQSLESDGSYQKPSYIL
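Read-out: % PE-positive cells | Test system: HUVEC | Doses: One compound dose added by pin transfer | Buffer or medium: EGM-2 over gelatin coat | Signal: Immunofluorescence imaging | Benchmarks: TNF-alpha, DMSO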
ERp5 block: inhibitors of ERp5-driven insulin aggregation, primary screen, biochemical, turbidity, absorbance 650 nm, single point | Protein disulfide-isomerase A6 (Homo sapiens), Q15084 | 90 min | inhibition, % at 9.99 µM | 350,000 compounds, 0.05% hits | AID 651711, 2012;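 active = mean replicate inhibition above about 25%, with every replicate also reaching it, limit read from the data, passing the limit was not always enough; inconclusive = only one of those two criteria met; inactive = neither criterion met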
Statin myotox sup: suppressors of statin myotoxicity in C2C12 myotubes, primary screen, cell-based, single point, plate reader; rescue of ATP level, % at 7.49 µM; 330,000 compounds, 0.78% hits; C2C12 myotubes + simvastatin, ATP luminescence, 48 h; scaled: DMSO 0, geranylgeraniol control 100; AID 602340, 2012;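 active = mean ATP rescue above about 67%, or every replicate alone reaching that limit, limit read from the data, passing the limit was not always enough; inconclusive = no clear call, values can overlap the other calls; inactive = mean under the limit and some replicate under it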;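 note: myotubes were challenged with 10 µM simvastatin during compound exposure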
DENV2 CPE: inhibitors of DENV2 cytopathic effect, primary screen, cell-based, plate reader, single concentration | DENV2-infected cells, cytopathic effect rescue | CPE inhibition, % at 9.99 µM | 350,000 compounds, 1.7% hits; in the data active = CPE inhibition above about 20%, passing the limit was not always enough; inconclusive = no clear call, values can overlap the other calls; tested in BHK-21 cells;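 note: 0% = median of neutral control wells and 100% = median of positive control wells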
PglD DTNB: C. jejuni PglD acetyltransferase inhibitors, primary screen, biochemical, DTNB colorimetric, single point. AID 602405, 2012. inhibition, % at 12.5 µM. purified PglD enzyme, DTNB colorimetric CoA detection. UDP-N-acetylbacillosamine N-acetyltransferase PglD (Campylobacter jejuni). 360,000 compounds, 0.098% hits; in the data active = inhibition above about 16%, passing the limit was not always enough; inconclusive = no clear call, values can overlap the other calls; note: strong numbers were not always called active
S100A4 MyoIIA: inhibitors of S100A4-myosin IIA peptide binding, primary screen, biochemical, fluorescence polarization, TAMRA-MyoIIA peptide; Protein S100-A4 (Homo sapiens), P26447; 360,000 compounds, 0.14% hits; inhibition, % at 10.7 µM;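 active = mean inhibition of at least 70% across replicates, with every replicate also reaching that level; inconclusive = mean inhibition reaches 70% but some replicates fall short; inactive = mean inhibition below 70%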
Target sequence (P26447 whole entry, looked up): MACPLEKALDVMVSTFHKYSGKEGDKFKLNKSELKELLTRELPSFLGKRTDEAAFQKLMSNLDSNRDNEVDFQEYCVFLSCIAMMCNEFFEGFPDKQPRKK
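Assay system: human S100A4 monomer with TAMRA-labelled myosin IIA peptide / Buffer or medium: Calcium-containing HEPES buffer, pH 7.2 / Reagent: TAMRA-labelled myosin IIA heavy-chain peptide probe, 5 nM / Compound: one dose per compound / Timing: polarization read 5 min after assay mix addition, stable 5–60 min / Benchmarks: neutral control DMSO, positive control TFP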
SIRT5 block: SIRT5 desuccinylase inhibitors, primary screen, biochemical, fluorescence imaging, single point, set 5; NAD-dependent protein deacylase sirtuin-5, mitochondrial (Homo sapiens), Q9NXA8; Purified SirT5, succinyl-peptide AMC, trypsin-coupled fluorescence; inhibition, % at 15 µM; 330,000 compounds, 1.1% hits; AID 652115, 2013; in the data active = inhibition above about 15%; inconclusive = no clear call, values can overlap the other calls
Target sequence (Q9NXA8 whole entry, looked up): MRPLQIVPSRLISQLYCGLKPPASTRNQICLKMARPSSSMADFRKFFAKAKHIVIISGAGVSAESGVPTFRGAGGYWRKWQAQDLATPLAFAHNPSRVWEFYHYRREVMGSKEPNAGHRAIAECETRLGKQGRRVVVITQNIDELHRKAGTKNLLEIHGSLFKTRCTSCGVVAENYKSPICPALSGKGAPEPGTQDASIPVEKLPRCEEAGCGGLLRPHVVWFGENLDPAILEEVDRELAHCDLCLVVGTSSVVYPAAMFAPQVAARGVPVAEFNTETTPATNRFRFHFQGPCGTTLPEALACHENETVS
An asterisk follows results filed as active; ? = inconclusive; · = not tested or not shown; & = joins results of further samples. An excerpt; the hit share may differ from the screen's.

SMILES | E-selectin induc | ERp5 block | Statin myotox sup | DENV2 CPE | PglD DTNB | S100A4 MyoIIA | SIRT5 block
O=C(N[C@@H]1C=C[C@H](CC(=O)N2CCOCC2)O[C@@H]1CO)c1cccc(F)c1 | 0.1 | -2 | 20 | 9 | -6 | 0 | -2
CCCn1c(SCC(=O)NCc2ccc(F)cc2)n[nH]c1=O | · | -2 | -4 | 1 | · | -10 | -2
Cc1ncc([N+](=O)[O-])n1CC(=O)Nc1ccc(F)cc1F | · | -3 | -4 | 1 | 1 | -4 | -8
O=C(c1cnccn1)N1CCCC(N2CCN(c3cccc(Cl)c3)CC2)C1 (centres undefined) | -1.6 | -13 | 1 | 9 | -1 | -3 | 0
Cc1ccc(CSCC(=O)N(C)CC(=O)Nc2cccc(F)c2)cc1 | 4.7 | 1 | 6 | -2 | · | 0 | -6
Cc1cccc(OCC(=O)Nc2ccncc2)c1C | · | 2 | -7 | 3 | -4 | -2 | 15*
Cc1noc(C)c1S(=O)(=O)Nc1ccccc1N1CCOCC1 | 1.3 | -1 | · | 9 | · | 3 | 1
COCCn1c(C)cc(/C=C2\NC(=S)N(C)C2=O)c1C | -0.6 | 2 | · | -3 | · | -6 | 2
C[C@@H]1O[C@@H](O[C@H]2[C@H](O[C@H]3C[C@]4(C)C(C[C@@H](O)C5C([C@]6(C)CC[C@@H](C(C)(C)O)O6)CC[C@]54C)[C@@]4(C)CC[C@H](O)C(C)(C)C34)O[C@H](CO)[C@@H](O)[C@@H]2O)[C@H](O)[C@H](O)[C@H]1O (some centres undefined) | -0.3 | -4 | 3 | -21 | 1 | 36 | ·
COc1cc(NC(=O)C2CC(=O)N(Cc3ccco3)C2)c(OC)cc1Cl (centres undefined) | -0.5 | -1 | 9 | 3 | 3 | 5 | -1
O=C(Nc1cccc(-c2cn3c(n2)SCC3)c1)c1ccc(Br)o1 | 5.3 | 5 | · | 1 | · | -12 | 0
C[C@H]1[C@@H](c2ccccc2)Oc2ccc(Cl)cc2S(=O)(=O)N1Cc1cccc(Cl)c1 | -0.1 | -1 | · | ? | · | -7 | 0
CCOC(=O)C1CCN(Cc2ccc(F)cc2)CC1 | · | -6 | -15 | 1 | -2 | -4 | -3
COC(=O)CN(c1cc([N+](=O)[O-])ccc1OC)S(C)(=O)=O | · | -1 | 3 | 3 | · | -2 | 0
Cc1csc2nc(O)c(C(=O)NC3CCCCC3)c(=O)n12 | 2.5 | 1 | 16 | -7 | 0 | 3 | -4
CCCCCC(=O)Nc1nc(C)c(-c2csc(Nc3ccccc3OCC)n2)s1 | · | 4 | -43 | -26 | 1 | -4 | ·
C[C@@H]1CN([C@@H](C)CO)C(=O)c2cccc(NS(=O)(=O)c3ccc(Cl)cc3)c2O[C@@H]1CN(C)S(=O)(=O)c1ccc(Cl)cc1 | -0.3 | -4 | 51 | -3 | 2 | -5 | 4
CC1(C(=O)Nc2ccc3c(c2)OCCO3)CN(S(C)(=O)=O)CC(=O)N1Cc1cccc(C(F)(F)F)c1 (centres undefined) | -0.3 | -2 | · | -10 | · | 3 | 0
O=C(Nc1ccc(Cl)cn1)c1ccc(COc2ccccc2Br)o1 | -0.1 | 4 | 4 | 7 | 8 | -1 | -3
O=C(Nc1ccccc1F)N[C@@H]1CC[C@@H](CC(=O)N2CCCCC2)O[C@H]1CO | -0.1 | -2 | -3 | -4 | 0 | -4 | 11
CCNC(=O)[C@@H]1[C@@H](CO)[C@@H]2Cn3c(ccc(-c4ccccc4)c3=O)[C@@H]2N1C(=O)C1CCC1 | 0.1 | -1 | -5 | 1 | -1 | 3 | -17
C[C@@H]1CN([C@@H](C)CO)C(=O)c2cc(-c3ccc(C#N)cc3)cnc2O[C@@H]1CN(C)C(=O)c1ccccc1 | -0.2 | 5 | 4 | -3 | -1 | 14 | -10
COc1ccc(Cn2cc(CN3CC(N4CCN(C)CC4)CS3(=O)=O)nn2)cc1 (centres undefined) | -0.2 | -1 | · | -1 | · | -1 | -4
N#C/C(=N\Nc1ccc(F)cc1)C(=O)C1CC1 | 0.0 | -3 | · | 8 | 1 | -9 | 0
C[C@@H]1CN([C@@H](C)CO)S(=O)(=O)c2ccc(-c3cccnc3)cc2O[C@@H]1CN(C)C(=O)c1cccc(F)c1 | 0.0 | -3 | -5 | -10 | 3 | 0 | -1
CCCNC(=O)C[C@@H]1C[C@H]2c3cc(NC(=O)c4cccnc4)ccc3O[C@H]2[C@H](CO)O1 | -0.1 | · | 1 | -5 | -3 | · | ·
CC(C)CC#Cc1ccc2c(c1)O[C@H](CN(C)C(=O)CC1CC1)[C@@H](C)CN([C@H](C)CO)S2(=O)=O | 0.3 | 2 | -21 | ? | -2 | -24 | 9
COc1cccc(NC(=O)c2ccc3c(O)c(S(=O)(=O)c4ccccc4)c(=O)[nH]c3c2)c1 | 0.1 | -1 | 26 | -7 | 5 | 1 | 3
COc1ccc(NC(=O)N2[C@@H]3CNC[C@H]2C3c2ccc(-c3ccc(OC)cc3)cc2)cc1 (some centres undefined) | 0.3&0.8 | 1&-5 | · | -2&1 | · | -5&-48 | 1&7
COc1cc(/C=C2/SC(=O)NC2=O)ccc1OC(=O)c1ccco1 | -0.1 | -3 | -21 | -1 | -2 | -1 | 6
CCN(CC)C(=O)c1sc(N2C(=O)Nc3ccccc3N2O)c(C(=O)OC)c1C | · | 1 | · | 12 | · | -1 | 1
C[C@H]1CN([C@@H](C)CO)C(=O)c2cccc(NC(=O)NC3CCCCC3)c2O[C@@H]1CN(C)S(=O)(=O)c1ccccc1 | 0.1 | 0 | -39 | -10 | 1 | 0 | 0
CO[C@@H]1CN(C)C(=O)c2cc(C#N)ccc2OC[C@H]2O[C@H](CC[C@H]2OC)CCN(C)C(=O)[C@H]1C | 0.1 | 0 | 3 | -2 | -1 | -3 | -1
C/C=C/c1ccc2c(c1)O[C@@H](CN(C)C(=O)Nc1cc(F)ccc1F)[C@@H](C)CN([C@H](C)CO)S2(=O)=O | -0.1 | 9 | 1 | 3 | 1 | 4 | 7
C[C@@H]1CN([C@@H](C)CO)C(=O)c2cc(NC(=O)C3CCCCC3)ccc2O[C@@H]1CN(C)CC1CCCCC1 | · | -1 | -3 | 4 | 8 | -3 | 0
O=C(COC(=O)Cn1cnc2ccccc21)Nc1cc2c(cc1Cl)C(=O)c1ccccc1C2=O | · | 3 | 11 | -3 | -5 | 5 | -4

Structures above that bear a hit mark in SIRT5 block:
SMILES	ERp5 block	DENV2 CPE	PglD DTNB	S100A4 MyoIIA	SIRT5 block
Cc1cccc(OCC(=O)Nc2ccncc2)c1C	2	3	-4	-2	15*

Further structures.
SMILES | E-selectin induc | ERp5 block | Statin myotox sup | DENV2 CPE | PglD DTNB | S100A4 MyoIIA | SIRT5 block
O=C(CCNS(=O)(=O)c1ccc(Br)cc1)NCc1ccco1 | 2.2 | 2 | · | 1 | · | 0 | -4
Cc1ccc(S(=O)(=O)Nc2ccc3c(c2)C(=O)N([C@@H](C)CO)C[C@@H](C)[C@H](CN(C)S(=O)(=O)c2ccc(F)cc2)OCCCC[C@H](C)O3)cc1 | -0.1 | -1 | · | 2 | -1 | -5 | 5
COc1ccc(S(=O)(=O)Nc2cccc3c2O[C@H](CN(C)C(=O)NC2CCCCC2)[C@@H](C)CN([C@H](C)CO)C3=O)cc1 | -0.1&1.5 | 3&2 | -35&-14 | 9&16 | 3&1 | 5&3 | 0&-1
C[C@@H]1CCCCO[C@@H](CN(C)Cc2ccccc2)[C@@H](C)CN([C@H](C)CO)C(=O)c2cc(N(C)C)ccc2O1 | -0.1&0.0 | -1&2&-2 | 1&18 | 3&12 | -2&5 | -25&14&3 | 1&1&8
O=C(NN1C(=O)C2C3CCC(O3)C2C1=O)c1ccc(Cl)cc1 (centres undefined) | -0.2 | 2 | 0 | · | -1 | -3 | -1
COC(=O)CSc1nnc2cc(C)c3ccccc3n12 | 9.7 | 2 | 10 | · | 10 | -22 | -10
CCOC(=O)C1(Cc2ccccc2)CCCN(Cc2cnn(CC)c2)C1 (centres undefined) | 1.1 | 0 | · | 20 | · | -8 | -3
O=S(=O)(c1ccc(Cl)cc1)c1cnc2ccccc2n1 | · | -1 | 3 | 1 | -1 | -16 | -1
COc1ccc(N(CC(=O)N/N=C/c2ccccc2F)S(=O)(=O)c2ccccc2)cc1 | 0.7 | 2 | 9 | 0 | 1 | -3 | -6
Cc1cccc2cc(C#N)c(N3CCC(O)CC3)nc12 | 1.4 | -4 | · | 5 | · | -3 | -5
COc1ccccc1-c1noc2ncnc(Nc3ccccc3C)c12 | · | -2 | -8 | -18 | -5 | -6 | 0
COc1ccccc1N=Nc1c(C)n[nH]c1C | · | 1 | 8 | -5 | -1 | -1 | 1
Cc1cccc(NS(=O)(=O)c2ccc(-c3ccc(=O)[nH]n3)o2)c1 | · | -1 | 0 | 0 | -6 | -8 | 1
C[C@H]1CN([C@@H](C)CO)S(=O)(=O)c2ccc(C3=CCCC3)cc2O[C@@H]1CN(C)C(=O)C1CCCCC1 | -0.1&0.8 | -1&-4&-1 | -3&3&-6 | 5&8&-1 | -2&-1&1 | 4&-1&-1 | 3&7&4
O=C(C[C@H]1C=C[C@@H](NC(=O)CC2CC2)[C@@H](CO)O1)NCc1ccc(Cl)cc1 | 0.0 | 4 | -1 | -5 | 5 | 0 | 1
CC1(C)CC(=O)C2=C(C1)N(CCN1CCOCC1)C1=C(C(=O)CC(C)(C)C1)C2c1ccc(Cl)cc1 | · | 3 | -4 | 0 | -1 | -8 | -12
Cn1c(=O)c2c(nc(OC3CCCC3)n2C)n(C)c1=O | -0.1 | -11 | 2 | 0 | -1 | -8 | -2
CC(=O)N(C)C[C@H]1Oc2cc(C#Cc3ccncc3)ccc2S(=O)(=O)N([C@@H](C)CO)C[C@@H]1C | 2.7 | 0 | -7 | 17 | -1 | -14 | -2
CCC(C)NC(=S)Nc1ccc(F)cc1 (centres undefined) | 4.0 | 1 | -1 | 0 | -2 | -1 | -5
COC(=O)[C@@]12C[C@@H](CC(=O)NCc3cccc4ccccc34)C(=O)N(CCc3ccc(OC)c(OC)c3)C1=CCC(C)(C)C2 | -0.2 | 8 | · | 6 | · | 10 | ·
CC(=O)c1cccc(NC(=S)NC(=O)c2cccc(C)c2)c1 | · | -8 | · | 5 | -2 | -6 | ·
COc1ccc([C@H]2CC(=O)C=C(c3ccc(O)cc3)C2)cc1OC | 0.2 | -2 | -11 | 3 | 4 | 2 | 2
CCOc1ccc(N(CC(=O)Nc2ccc(C)c(F)c2)C2=NC3CS(=O)(=O)CC3S2)cc1 (centres undefined) | · | -6 | -3 | -8 | -1 | -1 | 15*
Cc1noc(C)c1S(=O)(=O)Nc1ccc2c(c1)C(=O)N([C@H](C)CO)C[C@@H](C)[C@H](CN(C)C(=O)Nc1ccc(C(F)(F)F)cc1)O2 | 17 | -3 | · | 12 | 4 | -5 | -2
CN(C)S(=O)(=O)c1ccc(N2CCCC2)c(C(=O)Nc2ccc(C(N)=O)cc2)c1 | 0.5 | 14 | 3 | 3 | · | 2 | -3
